OX1R antag-1 = antagonists of human orexin 1 receptor; inhibition, % at 5 µM; CHO/OX1R cells, Fluo-8 calcium fluorescence, orexin A; actives 0.43% (n = 330,000); AID 434989;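 active means inhibition above its plate's threshold, mean inhibition of all tested compounds on the plate plus 3 SD, cut at about 37% in these data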;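 further: 0% = orexin A challenge wells and 100% = SB-334867-A antagonist wells; not every result past the cut was called active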
Target sequence (O43613 whole entry, looked up): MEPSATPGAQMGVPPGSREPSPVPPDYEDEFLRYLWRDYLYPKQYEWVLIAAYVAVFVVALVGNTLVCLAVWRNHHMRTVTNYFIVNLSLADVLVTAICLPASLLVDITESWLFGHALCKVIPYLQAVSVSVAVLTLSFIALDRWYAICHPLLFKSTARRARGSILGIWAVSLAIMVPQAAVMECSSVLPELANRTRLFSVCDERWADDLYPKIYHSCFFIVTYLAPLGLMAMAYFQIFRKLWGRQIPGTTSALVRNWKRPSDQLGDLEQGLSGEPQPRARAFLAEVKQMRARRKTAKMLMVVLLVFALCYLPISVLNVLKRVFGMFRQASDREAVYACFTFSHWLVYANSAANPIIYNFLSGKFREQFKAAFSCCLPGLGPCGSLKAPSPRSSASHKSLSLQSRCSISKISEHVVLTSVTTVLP
STK33 kinase inh = blocks human STK33 kinase activity; Q9BYT3; purified STK33, MBP phosphorylation, ADP-Glo luminescence; inhibition, % at 10 µM; actives 0.073% (n = 320,000);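 active means inhibition at or above 25%, using the most active replicate where run in duplicate; inactive means inhibition below 25%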
Target sequence (Q9BYT3 whole entry, looked up): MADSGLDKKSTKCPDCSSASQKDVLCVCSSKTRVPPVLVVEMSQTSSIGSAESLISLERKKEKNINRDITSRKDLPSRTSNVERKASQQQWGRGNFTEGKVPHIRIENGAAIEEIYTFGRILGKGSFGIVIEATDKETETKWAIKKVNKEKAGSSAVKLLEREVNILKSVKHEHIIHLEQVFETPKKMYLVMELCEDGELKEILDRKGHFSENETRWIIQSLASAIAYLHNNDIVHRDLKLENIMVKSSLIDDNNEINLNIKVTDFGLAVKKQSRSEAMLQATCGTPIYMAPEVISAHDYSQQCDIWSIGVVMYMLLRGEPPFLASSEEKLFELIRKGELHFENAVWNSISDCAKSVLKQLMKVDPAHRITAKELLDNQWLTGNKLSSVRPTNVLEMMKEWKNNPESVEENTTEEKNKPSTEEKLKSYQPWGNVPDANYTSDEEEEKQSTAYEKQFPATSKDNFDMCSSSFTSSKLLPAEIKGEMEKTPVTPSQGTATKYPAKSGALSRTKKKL
OX1R antag-2 = OX1R (human) antagonism. O43613. OX1R-expressing cells, FRET antagonist read-out. inhibition, % at 6.6 µM. actives 1.8% (n = 330,000). AID 485270; in the data active means inhibition mostly above about 38%, no sharp cut-off; inactive means mostly below about 40%;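 further: 0% = agonist challenge alone and 100% = reference antagonist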
Starred values were filed as active, the others as inactive. This is a random part of the collection; 2.2% or so of the library scored in one or more.

1) CC1=C(C(=O)OCC(C)C)C23C(=O)c4ccccc4C2(O1)OC(N)=C3C#N (configuration not stated)
2) COc1ccc(CN2CCNC(=O)C2CC(=O)NCCc2nc(C)c3c(n2)CCC3)cc1C (configuration not stated)
3) COc1ccc(OCC(=O)NS(=O)(=O)c2ccc(Cl)cc2)cc1
4) COc1ccc(C(CNC(=O)CCNS(=O)(=O)c2ccc(C)cc2)N2CCOCC2)cc1 (configuration not stated)
5) Cc1ccc(C(=O)NCc2ccccn2)cc1S(=O)(=O)N1CCOCC1
6) COc1ccc(NC(=O)C2CCCN2S(=O)(=O)c2cccc3nsnc23)c(OC)c1 (configuration not stated)
compound no. | 1 | 2 | 3 | 4 | 5 | 6
OX1R antag-1 | -21 | -27 | -5 | -40 | -16 | -12
STK33 kinase inh | 0.4 | -0.7 | -0.9 | -1.0 | -0.5 | -0.9
OX1R antag-2 | 13 | -1 | 13 | 11 | 0 | 57*

7) NC(=O)CSc1nc2ccccc2c(=O)n1Cc1ccco1
8) CCC(C)N(C(=O)COC(=O)C1C(C(=O)OC)=C(C)NC(C)=C1C(=O)OC)C1CCS(=O)(=O)C1 (configuration not stated)
9) CCC(=O)c1ccc(OCC(=O)OCC(=O)c2c(N)n(C)c(=O)n(C)c2=O)cc1
10) COc1ccc(NC(=O)COc2coc(CN3CCc4ccccc4C3)cc2=O)cc1
11) CCC(C(=O)NCCc1ccccc1)c1ccccc1 (configuration not stated)
12) CCOC(=O)C1CCCN(C(=O)/C=C/c2ccc(OC)cc2)C1 (configuration not stated)
compound no. | 7 | 8 | 9 | 10 | 11 | 12
OX1R antag-1 | -14 | -3 | -2 | -34 | -2 | -10
STK33 kinase inh | 0.9 | -0.6 | 0.6 | 0.0 | 0.0 | -0.2
OX1R antag-2 | 21 | 13 | 1 | 14 | 6 | 6

Structures listed above marked active in OX1R antag-2.
6) COc1ccc(NC(=O)C2CCCN2S(=O)(=O)c2cccc3nsnc23)c(OC)c1 (configuration not stated)
compound no. | 6
OX1R antag-1 | -12
STK33 kinase inh | -0.9
OX1R antag-2 | 57*

Other compounds.
13) COc1cc(OC)c2ccc(=O)oc2c1C(CCN1CCCC(C)C1)c1ccc(N(C)C)cc1 (configuration not stated)
14) CCOC(=O)C1=C(CN2CCN(C(=O)c3ccco3)CC2)NC(=O)NC1c1ccccc1 (configuration not stated)
15) CCN(CC)C(=O)CSc1nnc2nnc3cc(OC)ccc3n12
16) Cc1cnc(CN(C)C(=O)c2ccc3oc(Cc4ccc(Cl)cc4)nc3c2)[nH]1
17) CC(C)[C@H](NC(=O)c1ccccc1)C(=O)O
18) c1ccc2sc(NCC3CCCO3)nc2c1 (configuration not stated)
compound no. | 13 | 14 | 15 | 16 | 17 | 18
OX1R antag-1 | -9 | -29 | -6 | -8 | -9 | -7
STK33 kinase inh | -1.4 | -1.5 | -0.5 | -0.7 | -0.5 | -1.3
OX1R antag-2 | 16 | 1 | 76* | 3 | 34 | 7

19) O=C(NCc1ccccn1)Nc1cccc(Cl)c1
20) CN1CCC(N(C)C(=O)c2sc3cc(F)ccc3c2Cl)CC1
21) CC(C)CC(C)N1CCC(n2nccc2NC(=O)CCc2ccccc2)CC1 (configuration not stated)
22) NS(=O)(=O)c1ccc(NC(=S)Nc2cc(Cl)c(Cl)cc2Cl)cc1
23) C=CCn1c(SCC(=O)Nc2cccc3ccccc23)nnc1-c1cnccn1
24) Cc1ccc(F)cc1NC(=O)C1C2CCC(O2)C1C(=O)O (configuration not stated)
compound no. | 19 | 20 | 21 | 22 | 23 | 24
OX1R antag-1 | -9 | -16 | -9 | -10 | -30 | -7
STK33 kinase inh | 0.5 | -1.1 | 0.9 | 0.7 | -0.4 | -1.4
OX1R antag-2 | 23 | 8 | 6 | 10 | 6 | 15

In the list so far, these have a halogen:
3) COc1ccc(OCC(=O)NS(=O)(=O)c2ccc(Cl)cc2)cc1
16) Cc1cnc(CN(C)C(=O)c2ccc3oc(Cc4ccc(Cl)cc4)nc3c2)[nH]1
19) O=C(NCc1ccccn1)Nc1cccc(Cl)c1
20) CN1CCC(N(C)C(=O)c2sc3cc(F)ccc3c2Cl)CC1
22) NS(=O)(=O)c1ccc(NC(=S)Nc2cc(Cl)c(Cl)cc2Cl)cc1
24) Cc1ccc(F)cc1NC(=O)C1C2CCC(O2)C1C(=O)O (configuration not stated)
compound no. | 3 | 16 | 19 | 20 | 22 | 24
OX1R antag-1 | -5 | -8 | -9 | -16 | -10 | -7
STK33 kinase inh | -0.9 | -0.7 | 0.5 | -1.1 | 0.7 | -1.4
OX1R antag-2 | 13 | 3 | 23 | 8 | 10 | 15

Next records follow:
25) C=C(C)C(=O)Nc1cccc(C2=NOC3(C2)C[C@H](C(N)=O)N(C(=O)c2ccccc2C(=O)c2ccccc2)C3)c1 (some centres not stated)
26) CC(C)c1ccc(S(=O)(=O)N2CCN(C(=S)NCc3ccco3)CC2)cc1
27) CCc1c(C)c2c(C)[nH]nc2oc1=O
28) COC(=O)c1ccc(-n2c(C)nc(=O)c(-c3ccccc3)c2C)cc1
29) CC#CC(=O)N1CCC(C(=O)Nc2ccc(Oc3ccccc3)nc2)CC1
30) CCn1c(-c2ccccc2SC)n[nH]c1=S
compound no. | 25 | 26 | 27 | 28 | 29 | 30
OX1R antag-1 | 3 | -19 | -11 | -4 | -16 | -6
STK33 kinase inh | 0.0 | -4.4 | -0.7 | -0.3 | 3.7 | 0.5
OX1R antag-2 | 10 | 21 | 17 | 11 | 12 | 26

31) CC(=O)c1ccc(N2CCN(c3ccnc4cc(Cl)ccc34)CC2)cc1
32) COCCCN(CCC#N)C(=O)c1c(-c2c(Cl)cccc2Cl)noc1C
33) CCOc1ccc(NC(=O)c2ccc(NCC(=O)N3CCCCCC3)cc2)cc1
34) COc1cc(C2Nc3ccc4ccccc4c3C3=C2C(=O)CC(C)(C)C3)ccc1OCC(=O)O (configuration not stated)
35) O=C(Nc1nc2ccccc2s1)c1ccccc1[N+](=O)[O-]
36) COc1ccc(CN(C)C(=O)COC(=O)c2cnc(Cl)c(Cl)c2)cc1
compound no. | 31 | 32 | 33 | 34 | 35 | 36
OX1R antag-1 | -6 | -29 | -18 | -3 | -14 | -3
STK33 kinase inh | -3.1 | -0.4 | -0.2 | -0.1 | 1.5 | -1.1
OX1R antag-2 | 47 | 4 | 9 | 11 | -1 | 6

37) Cn1c(Cl)c(/C=N/OC(=O)C2CC2)c2ccccc21
38) CCCN1CCN(CC(=O)Nc2cc(OCC)ccc2OCC)CC1
39) COc1ccc(NC(=O)C2CCC(CNc3c(N4CCCCC4)c(=O)c3=O)CC2)c(OC)c1 (configuration not stated)
40) Nc1c2c(nc3ccccc13)CCCC2=O
41) COc1ccc(CCNC(=O)CCCCn2c(=O)[nH]c3ccccc3c2=O)cc1OC
42) CC(=O)c1cc2c(cc1NS(=O)(=O)c1ccc(C)cc1)OCCO2
compound no. | 37 | 38 | 39 | 40 | 41 | 42
OX1R antag-1 | -18 | -23 | -13 | 2 | -17 | -6
STK33 kinase inh | -0.4 | -0.3 | -0.7 | -1.8 | -0.4 | -0.5
OX1R antag-2 | 7 | 2 | 11 | 2 | 15 | 9

43) CCN(CC)CCOC(=O)c1ccc(NC(=O)CNC(=O)c2ccccc2)cc1
44) Cc1cc(=O)oc(C)c1C(=O)N1CCN(C)CC1
45) O=C(C[n+]1ccc(C(=O)N/N=C/c2ccc(O)cc2)cc1)c1ccccc1
46) COc1ccc(N2CCN(S(=O)(=O)c3ccc4oc(=O)ccc4c3)CC2)cc1
47) Clc1ccc(-c2csc(N3CCCCCC3)n2)cc1
48) CSCCC(NC(=O)c1ccccc1)C(=O)NCCc1ccc2c(c1)OCCO2 (configuration not stated)
compound no. | 43 | 44 | 45 | 46 | 47 | 48
OX1R antag-1 | -30 | -5 | -4 | -11 | -7 | 5
STK33 kinase inh | -0.6 | -1.2 | -1.0 | -0.7 | 0.8 | 0.2
OX1R antag-2 | 13 | 17 | 32 | 16 | 14 | 3

49) O=C(NCC1OCCCN1S(=O)(=O)c1cc(F)ccc1F)C(=O)NC1CCCCC1 (configuration not stated)
50) c1coc(CNC2CCCCC2)c1
51) O=C(CSc1nc2ccsc2c(=O)n1NC(=O)c1ccccc1)Nc1nccs1
52) Cc1onc(-c2ccccc2Cl)c1C(=O)Nc1nnc(Cc2ccc(Cl)cc2)s1
53) CCSc1nc2cc(OC)c(OC)cc2c(=O)n1CC
54) Cc1c[n+](CC(=O)c2ccccc2)c(C)cn1
compound no. | 49 | 50 | 51 | 52 | 53 | 54
OX1R antag-1 | -5 | -15 | -28 | -34 | -28 | 0
STK33 kinase inh | -1.0 | -0.4 | -1.9 | -0.8 | 0.6 | -1.0
OX1R antag-2 | 35 | 10 | 16 | 4 | 27 | 11

55) CCc1ccc(C(=O)COC(=O)C2=NN(c3ccccc3)C(=O)CC2)cc1
56) CCOc1ccc(S(=O)(=O)N2CCC(C(=O)Nc3cc(S(C)(=O)=O)ccc3Cl)CC2)cc1
57) Cc1cccc(-n2c(=O)c(C#N)cc3c(=O)n4ccccc4nc32)c1
58) CCOc1ccccc1NC(=O)C1CCCN(c2c(CC)c(C)nc3ncnn23)C1 (configuration not stated)
59) Cc1cccc(OCCNC(=S)NC(=O)c2cncc(Br)c2)c1
60) C=CCN1C(=O)N/C(=C/c2ccc(N3CCOCC3)o2)C1=O
compound no. | 55 | 56 | 57 | 58 | 59 | 60
OX1R antag-1 | -23 | -2 | -11 | -35 | 2 | -11
STK33 kinase inh | -0.7 | -1.6 | -0.8 | 0.2 | -0.2 | 1.5
OX1R antag-2 | 0 | 0 | 60* | -1 | 12 | 47

61) COc1cc2c(cc1OC)C(=O)NCC(C)(C)O2
62) Cc1nn(Cc2cccc(C(=O)Nc3ccn(Cc4c(F)c(F)cc(F)c4F)n3)c2)c(C)c1[N+](=O)[O-]
63) O=C(Cn1cc2c(n1)CCCCC2)NC1CCN(Cc2ccccc2)CC1
64) Cc1ccccc1Nc1nnc(SCC(=O)NC(=O)NCc2ccco2)s1
65) CCOC(=O)N1CCC(NC(=O)c2ccc3c(c2)N(CC)CCS3)CC1
66) CCN(CC(=O)Nc1c(F)cccc1F)C(=O)c1cc(C)nc2ccccc12
compound no. | 61 | 62 | 63 | 64 | 65 | 66
OX1R antag-1 | -9 | 0 | -12 | -9 | -36 | -22
STK33 kinase inh | 1.0 | -0.2 | 2.0 | -0.4 | -0.6 | -0.4
OX1R antag-2 | 8 | 12 | 10 | 25 | 14 | 12

67) Cc1ccc(S(=O)(=O)N2CCC(=O)N(CCOCc3ccccc3C)CC2)cc1
68) CCOC(=O)c1cccc(C2=CC(=O)C[C@H](c3ccc(Cl)cc3)C2)c1
69) Cc1cc(C)n(-c2nc3c(c(=O)[nH]c(=O)n3C)n2CC(O)COc2ccccc2C)n1 (configuration not stated)
70) CCOC(=O)c1c(C)[nH]c(C(=O)COC(=O)CCC2CCCC2)c1C
71) COc1ccc(CNC(=O)C(=O)NCC2CCCN2S(=O)(=O)c2cccs2)cc1 (configuration not stated)
72) COc1ccc(S(=O)(=O)N2CCN(Cc3cccc(Cl)c3)CC2)cc1
compound no. | 67 | 68 | 69 | 70 | 71 | 72
OX1R antag-1 | -24 | -39 | -36 | -2 | -19 | -34
STK33 kinase inh | 0.3 | -0.5 | -0.9 | -0.2 | -1.7 | 1.4
OX1R antag-2 | 2 | 0 | 12 | 15 | 17 | 12

73) CC(NS(=O)(=O)c1cccc(Cl)c1)C(=O)N(C)C1CCN(C)CC1 (configuration not stated)
74) CCOc1cc(N2CCOCC2)c(OCC)cc1NC(=O)c1ccccc1C
75) COc1ccc2cc3cc(C(=O)NCC4CCCO4)oc3nc2c1 (configuration not stated)
76) COc1ccccc1N(CC(=O)NC(C)(C)C)C(=O)Cn1nnc(-c2ccc(C)o2)n1
77) CC/C(=N\Nc1ccnc2cc(Cl)ccc12)c1ccc(O)cc1
78) COc1ccc(C2CC(c3ccccc3O)=NN2c2ccccc2)cc1 (configuration not stated)
compound no. | 73 | 74 | 75 | 76 | 77 | 78
OX1R antag-1 | -17 | -15 | -4 | -17 | -24 | 5
STK33 kinase inh | -1.2 | -0.5 | 1.1 | -1.0 | 19 | -0.3
OX1R antag-2 | 8 | 6 | 74* | 1 | 14 | 8

79) COc1c(N2CCN(C(=S)NCc3ccccc3)C(C)C2)c(F)cc2c(=O)c(C(=O)O)cn(C3CC3)c12 (configuration not stated)
80) NCCOc1cnn(-c2ccccc2Cl)c(=O)c1Cl
81) COc1ccccc1C1(CC(=O)N2CCOCC2)CCOC(C(C)C)C1 (configuration not stated)
82) O=S(=O)(NC(=S)c1ccccc1)c1ccccc1
83) Cc1cccc2cc(CN(Cc3cccs3)Cc3nnnn3Cc3ccccc3)c(=O)[nH]c12
84) COc1ccc(S(=O)(=O)Nc2ccc3c(c2)CC(=O)N([C@H](C)CO)C[C@H](C)[C@H](CN(C)C(=O)Nc2ccc4c(c2)OCO4)O3)cc1
compound no. | 79 | 80 | 81 | 82 | 83 | 84
OX1R antag-1 | 16 | -6 | -12 | -18 | -43 | -8
STK33 kinase inh | -1.0 | 1.7 | -1.2 | -1.3 | -1.5 | -1.1
OX1R antag-2 | 30 | 11 | -2 | 23 | 30 | 4

Screening results from PubChem BioAssay.
